Bioassay records deposited in PubChem by University of Kansas High Throughput Screening Laboratory.
Pf apPOL inh = Pf-apPOL DNA polymerase inhibition. Recombinant Pf-apPOL, molecular beacon fluorescence, 1.5 h. inhibition, % at 10 µM. 210,000 compounds, 0.25% hits. AID 1794808
mHTT-CaM PPI inh = mHTT-calmodulin interaction abrogation | inhibition, % at 15 µM | AlphaScreen His-mHTT/GST-CaM binding, luminescence | 190,000 compounds, 3.6% hits;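 note: 0% = both proteins with DMSO and 100% = one protein alone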
* = called active by the depositor; · = not tested or not shown; & = joins results of further samples. Cut-off read from the data, not from the text of the source: active = inhibition above about 50%; inactive = the rest. An excerpt, so the mix of outcomes need not match the whole.

The first 27 entries, ahead of the listing:
item	mol	Pf apPOL inh	mHTT-CaM PPI inh
1	CCOC(=O)C(C)Oc1ccc2c(c1)OC(=Cc1cc(OC)c(OC)c(OC)c1)C2=O (stereo not given)	-9	-8
2	Cc1ncnc2c1CCC(=O)N2Cc1cccnc1	1	-17
3	CCN1CCN(C(=O)c2c(C3CC3)nn(-c3cccc(C)c3)c2C(C)C)CC1	-4	10
4	CC(C)N(CCC#N)S(=O)(=O)c1ccc(-c2ccc([N+](=O)[O-])cc2)cc1	-5	0
5	CC(=O)Nc1nc(C)c(-c2csc(Nc3ccc([N+](=O)[O-])cc3)n2)s1	-16	32
6	Cc1ccc(CNC(=O)C2(C)CCCN(C(=O)c3ccc(C)c(C)c3)C2)cc1 (stereo not given)	-2	-2
7	CCC(C)NC(=O)c1ccc([N+](=O)[O-])cc1Cl (stereo not given)	4	15
8	Cc1c(C(=O)N(C)C2CCCCC2)sc2ncn(Cc3ccccc3F)c(=O)c12	-11	10
9	O=C(Nc1ccc(F)cc1)C1CCC(N2C(=O)C3C4C=CC(C4)C3C2=O)CC1 (stereo not given)	-8	3
10	CCCCC(CC)CNC(=O)CCCCCn1c(=S)[nH]c2cc3c(cc2c1=O)OCO3 (stereo not given)	1	-6
11	CC1CCCN(c2cc(C(=O)NC3CCc4ccccc43)c3ccccc3n2)C1 (stereo not given)	7	-8
12	CC1CCC2(CC1)NC(=O)N(CC(=O)NCCCc1ccccc1)C2=O (stereo not given)	-5	-3
13	O=c1c2ccccc2ncn1CCCOc1ccc(OCc2ccccc2)cc1	-10	-1
14	O=S(=O)(O)c1nc2ccccc2n1CCc1ccccc1	-11&5	-4&-5
15	O=[N+]([O-])c1ccc(CN2CCCCCC2)s1	-13	8
16	O=C(Nc1ccc2c(c1)OCCO2)c1cccc(N2CCNC(c3ccccc3)C2)n1 (stereo not given)	1	27
17	O=C(Nc1cccc2cccnc12)c1ccccc1O	1	-34
18	Nc1nc2ccc(S(=O)(=O)c3ccc4nc(N)sc4c3)cc2s1	-9	9
19	O=[N+]([O-])c1c(Sc2ncnc3nc[nH]c23)cc(Cl)c2nsnc12	-12	3
20	COc1ccc(Nc2cnc(=O)nc3ccccc23)cc1	2	28
21	Cc1ccc(-n2nc3ccc(NC(=O)c4ccccc4F)cc3n2)cc1	42	-5
22	Cc1c(Cl)cccc1-n1ccnc(NC(=O)NCCc2ccccc2)c1=O	-13	23
23	Cn1nc([N+](=O)[O-])nc1OCc1nc2ccccc2n1C	-1	-11
24	CCSc1nnc2c(n1)OC(c1ccc(OC)cc1)Nc1ccccc1-2 (stereo not given)	-56	2
25	Cc1ccccc1CNC(=O)C1(C)Cc2ccccc2C(=O)N1CC(C)C (stereo not given)	-3	-10
26	O=C(CCc1ccccc1)Nc1ccccc1C(=O)NCc1ccccc1	9	-23
27	O=C(NCc1ccc(Cl)c(Cl)c1)c1ccccc1Br	-2	-5

Main list (from the top)
item	mol	Pf apPOL inh	mHTT-CaM PPI inh
1	CCOC(=O)C(C)Oc1ccc2c(c1)OC(=Cc1cc(OC)c(OC)c(OC)c1)C2=O (stereo not given)	-9	-8
2	Cc1ncnc2c1CCC(=O)N2Cc1cccnc1	1	-17
3	CCN1CCN(C(=O)c2c(C3CC3)nn(-c3cccc(C)c3)c2C(C)C)CC1	-4	10
4	CC(C)N(CCC#N)S(=O)(=O)c1ccc(-c2ccc([N+](=O)[O-])cc2)cc1	-5	0
5	CC(=O)Nc1nc(C)c(-c2csc(Nc3ccc([N+](=O)[O-])cc3)n2)s1	-16	32
6	Cc1ccc(CNC(=O)C2(C)CCCN(C(=O)c3ccc(C)c(C)c3)C2)cc1 (stereo not given)	-2	-2
7	CCC(C)NC(=O)c1ccc([N+](=O)[O-])cc1Cl (stereo not given)	4	15
8	Cc1c(C(=O)N(C)C2CCCCC2)sc2ncn(Cc3ccccc3F)c(=O)c12	-11	10
9	O=C(Nc1ccc(F)cc1)C1CCC(N2C(=O)C3C4C=CC(C4)C3C2=O)CC1 (stereo not given)	-8	3
10	CCCCC(CC)CNC(=O)CCCCCn1c(=S)[nH]c2cc3c(cc2c1=O)OCO3 (stereo not given)	1	-6
11	CC1CCCN(c2cc(C(=O)NC3CCc4ccccc43)c3ccccc3n2)C1 (stereo not given)	7	-8
12	CC1CCC2(CC1)NC(=O)N(CC(=O)NCCCc1ccccc1)C2=O (stereo not given)	-5	-3
13	O=c1c2ccccc2ncn1CCCOc1ccc(OCc2ccccc2)cc1	-10	-1
14	O=S(=O)(O)c1nc2ccccc2n1CCc1ccccc1	-11&5	-4&-5
15	O=[N+]([O-])c1ccc(CN2CCCCCC2)s1	-13	8
16	O=C(Nc1ccc2c(c1)OCCO2)c1cccc(N2CCNC(c3ccccc3)C2)n1 (stereo not given)	1	27
17	O=C(Nc1cccc2cccnc12)c1ccccc1O	1	-34
18	Nc1nc2ccc(S(=O)(=O)c3ccc4nc(N)sc4c3)cc2s1	-9	9
19	O=[N+]([O-])c1c(Sc2ncnc3nc[nH]c23)cc(Cl)c2nsnc12	-12	3
20	COc1ccc(Nc2cnc(=O)nc3ccccc23)cc1	2	28
21	Cc1ccc(-n2nc3ccc(NC(=O)c4ccccc4F)cc3n2)cc1	42	-5
22	Cc1c(Cl)cccc1-n1ccnc(NC(=O)NCCc2ccccc2)c1=O	-13	23
23	Cn1nc([N+](=O)[O-])nc1OCc1nc2ccccc2n1C	-1	-11
24	CCSc1nnc2c(n1)OC(c1ccc(OC)cc1)Nc1ccccc1-2 (stereo not given)	-56	2
25	Cc1ccccc1CNC(=O)C1(C)Cc2ccccc2C(=O)N1CC(C)C (stereo not given)	-3	-10

The list goes on:
item	mol	Pf apPOL inh	mHTT-CaM PPI inh
26	O=C(CCc1ccccc1)Nc1ccccc1C(=O)NCc1ccccc1	9	-23
27	O=C(NCc1ccc(Cl)c(Cl)c1)c1ccccc1Br	-2	-5
28	CCCc1nnc(NC(=O)CCN2C(=O)CCC2=O)s1	-10	0
29	COc1ccc(-c2csc(CN3CCN(C(=O)c4ccc(C)c(C)c4)CC3)n2)cc1	-10	4
30	CS(=O)(=O)N1CCCCC1c1nncn1CC1CC1 (stereo not given)	-6	-8
31	CN1/C(=C/C(=O)c2cccnc2)Sc2cc3c(cc21)OCO3	-7	12
32	COC(=O)COc1ccc2c(c1)OC(=Cc1ccc(OC)c(OC)c1OC)C2=O	-1	3
33	CCc1ccc(NC(=O)CSC2N=CN=N2)cc1 (stereo not given)	2	-1
34	Cc1ccc(Nc2nc(N3CCOCC3)nc(C)c2[N+](=O)[O-])c(C)c1	0	2
35	CC(O)(CNC(=O)C1CC=CCC1)c1ccc2c(c1)OCO2 (stereo not given)	1	1
36	O=C(Nc1ccc(F)cc1F)c1cc2ccccc2oc1=O	5	1
37	Cc1ccc(S(=O)(=O)Nc2ccccc2C(=O)NCc2ccccc2)cc1[N+](=O)[O-]	-6	11
38	O=C(Nc1cc2cccc([N+](=O)[O-])c2oc1=O)c1ccc(Cl)cc1	-22	-1
39	CCN1c2cc(F)ccc2C(=O)NC12CCN(C(=O)c1ccc(Br)cc1)CC2	-4	-2
40	CCn1cc2c3c(cccc31)CN(C(=O)C1(c3ccccc3)CC1)CC2	0	49
41	COc1cc(S(=O)(=O)NCc2ccc3c(c2)OCO3)c(OC)cc1Cl	-6	1
42	Brc1ccccc1OCc1nc2ccccc2[nH]1	0	-6
43	COc1ccccc1N1CCN(C(=O)CSCc2ccccc2C)CC1	12	66*
44	COc1ccc(/C=C2\C=C(c3ccccc3)N(c3cccc(C(=O)O)c3)C2=O)cc1	-5	25
45	O=[N+]([O-])c1ccccc1OCc1cn2cccnc2n1	-2	-3
46	Cc1cccc(N=Cc2c(C)c(C#N)c3[nH]c4ccccc4n3c2=O)c1C	-2	-2
47	O=C(NCCCN1CCCCCC1)c1cc2cc3ccc(Cl)cc3nc2o1	-1	13
48	Cc1nn(CN2CCCCC2)c(=S)s1	·	-4
49	CC1CCN(S(=O)(=O)c2ccc(C(=O)Nc3nnc(-c4cccs4)o3)cc2)CC1	-4	7
50	FC(F)(F)c1cccc(NC(=S)O[C@H]2CCC23CCC(c2ccccc2)CC3)c1 (stereo not given in full)	-7	-12

Structures from the list above with an NH in an aromatic ring (4):
item	mol	Pf apPOL inh	mHTT-CaM PPI inh
10	CCCCC(CC)CNC(=O)CCCCCn1c(=S)[nH]c2cc3c(cc2c1=O)OCO3 (stereo not given)	1	-6
19	O=[N+]([O-])c1c(Sc2ncnc3nc[nH]c23)cc(Cl)c2nsnc12	-12	3
42	Brc1ccccc1OCc1nc2ccccc2[nH]1	0	-6
46	Cc1cccc(N=Cc2c(C)c(C#N)c3[nH]c4ccccc4n3c2=O)c1C	-2	-2

The list goes on:
item	mol	Pf apPOL inh	mHTT-CaM PPI inh
51	CC(=O)c1cc2ccc([N+](=O)[O-])cc2oc1=O	-5	5
52	CC1=C(C(N)=O)C(c2sccc2C)n2ncnc2N1 (stereo not given)	-11	-9
53	COc1ccccc1NC(=O)CSc1nc2ccc(NC(=O)c3ccccc3)cc2s1	-3	-7
54	COCC(=O)Nc1c(-c2cccc(F)c2)nc2cc(C)ccn12	43	8
55	CC(NC(=O)CCC1CCCCC1)c1ccccc1 (stereo not given)	2	3
56	CC(C)(C)c1csc(NC(=O)c2cccnc2)n1	2	5
57	COC(=O)N(CC(=O)N1CCn2cccc2C1c1ccccc1)C(C)C (stereo not given)	-1	4
58	Cc1nnc2n1CCN(C(=O)c1ccc(OC(F)(F)F)cc1)C2	2	-13
59	COc1cc(C)c2c(c1C=O)Oc1c(c(C)c(O)c3c1C(O)OC3=O)OC2=O (stereo not given)	3	·
60	COc1cc(C=CC(=O)N2CCC3(CC2)CC(=O)c2ccccc2O3)cc(OC)c1OC	-10	14
61	CCN(CC)C(=O)c1nc(N2CCCC2)c2c(C)cc(C)nc2n1	-5	-8
62	Cc1ccc(S(=O)(=O)NCC(C)(O)c2ccccc2)c(C)c1 (stereo not given)	1	-13
63	Cc1nn(C)c(C)c1-c1ncnn1-c1sc2c(c1C#N)CCCCC2	-1	20
64	COc1ccccc1N1CCN(CC(O)COc2ccc(C(C)(C)C)cc2)CC1 (stereo not given)	-2	44
65	O=C(NCc1ccccc1)c1nnn(-c2ccccc2Cl)c1-c1cccnc1	-2	0
66	O=C(NCc1ccccc1Cl)C(=O)NCC(c1ccc(F)cc1)N1CCOCC1 (stereo not given)	3	-7
67	CCOc1ccccc1NC(=O)c1ccc(F)c(S(=O)(=O)NCc2ccccc2OC)c1	-7	5
68	O=C(Cn1c(C(F)(F)F)nc2ccccc21)c1cccc([N+](=O)[O-])c1	-2	9
69	CC(=O)N1CCc2cc(N3CC(C(=O)N4CCN(c5ccccn5)CC4)CC3=O)ccc21 (stereo not given)	2	9
70	O=C(CSc1ccc(F)cc1)NCc1cc(-c2cc3ccccc3o2)on1	-8	-8
71	O=C(CN1N=C(c2ccc(Cl)cc2)CCC1=O)NCc1ccc(F)cc1	-19	-5
72	CCOC(=O)c1c(C)noc1-c1csc(-c2cccc(C(F)(F)F)c2)n1	6	·
73	COc1cc(C=O)ccc1OCCCOc1ccccc1F	-5	-10
74	CC(=O)NCc1csc(C2CCN(S(=O)(=O)c3cc(C)cc(C)c3)CC2)n1	-4	12
75	O=C(c1ccncc1)N(c1ccc2oc3c(c2c1)CCCC3)S(=O)(=O)c1ccc(F)cc1	3	58*

Other results.
item	mol	Pf apPOL inh	mHTT-CaM PPI inh
76	Cc1cc2oc(=O)cc(CN(C)Cc3ccccc3)c2cc1Cl	-7	-39
77	Nc1nc(SCC(=O)Nc2nonc2N)n[nH]1	0	-6&-2
78	CCOc1ccc(S(=O)(=O)N2CCCN(C3CCN(CCOC)C3=O)CC2)cc1 (stereo not given)	-6	8
79	CN(Cc1ccccc1)C(=O)C1c2ccccc2C(=O)N2CCc3ccccc3C12 (stereo not given)	2	-1
80	O=C(NCc1cccs1)c1cnn2c(C(F)(F)F)cc(-c3cccs3)nc12	-6	-9
81	CC(C)C(=O)Nc1c2c(nn1-c1ccc([N+](=O)[O-])cc1)CSC2	-4	7
82	CCC1CN(C(=O)Nc2ccc(OC)c(OC)c2)c2cc(Cl)ccc2O1 (stereo not given)	-4	30
83	Cc1cc(C(=O)N2CCCC2c2nc(-c3ccccc3)n[nH]2)nn1C (stereo not given)	-4	1
84	O=C(C1CCCCC1)N1CCC(CCOc2ccncc2)CC1	-2	4
85	CC(C)(C)c1nc2scc(-c3ccc(Cl)cc3)n2n1	0	·
86	CCOc1ccccc1C(=O)NCc1ccc2c(c1)cc(C)n2C	-36	38
87	CCOC(=O)N1CCC(NC(=O)C(=O)Nc2cccnc2)CC1	-3	-7
88	Cc1cc([N+](=O)[O-])ccc1NC=C1C(=O)OC2(CCCCC2)OC1=O	-2	3
89	c1cc2ccc(CN3CCCCC3c3nncn3CC3CC3)cc2[nH]1 (stereo not given)	6	13
90	CN(C(=O)C1CC(c2ccccc2F)=NO1)c1ccccc1 (stereo not given)	-2	-5
91	CCCC1CC(c2csc(C)n2)CCO1 (stereo not given)	2	-3
92	CCN1C(=O)Cc2ccccc2C1C(=O)N1CCCCCC1 (stereo not given)	2	1
93	O=C1NC(O)(C(F)(F)F)C(=O)NC1Cc1ccccc1 (stereo not given)	-3	-5
94	OCCN1CCN(C2CCN(Cc3ccccc3F)CC2)CC1	-3	-1
